Bioassay records deposited in PubChem BioAssay by several laboratories.
Efflux pump inh: inhibitors of Candida efflux pumps in yeast, primary screen, S. cerevisiae, Nile Red, multiplex | 330,000 compounds, 0.44% hits | S. cerevisiae Candida pump triplex | inhibition, % at 10 µM | AID 485275, 2010;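 active means plate passing quality check with inhibition over a set limit, or well fluorescence over plate mean plus 4 SD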;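 further: Nile Red retained in pooled yeast measured as flow cytometry median fluorescence; 0% = buffer negative control and 100% = Enniatin B positive control; higher means more Nile Red kept so more efflux inhibition; some compounds called inactive have numbers as strong as hits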
TPT1 inh: Candida albicans TPT1 enzyme inhibitors, primary screen, biochemical, fluorescence polarization. tRNA 2'-phosphotransferase TPT1 (Candida albicans SC5314). recombinant caTPT1, FP RNA substrate dephosphorylation. inhibition, % at 5 µM. 300,000 compounds, 0.81% hits;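 active means inhibition above the mean of all tested compounds plus 3 SD, set per screening campaign, cut at about 24% in these data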;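 further: plate controls were DMSO alone for no effect and ferristatin control at 100 nM for full effect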
CTSL1 counter: Fasciola hepatica cathepsin L1 inhibitors, primary screen, counter-screen for PFM18AAP inhibitor project, biochemical, QFRET, fluorogenic peptide substrate; recombinant F. hepatica cathepsin L1, Z-Leu-Arg-MCA fluorescence; inhibition, % at 5.96 µM; 300,000 compounds, 0.49% hits; AID 1906, 2009;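 active means inhibition above the mean of all tested compounds plus 3 SD, set per screening campaign, cut at about 17% in these data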;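 further: 0% = plate median of test compound wells and 100% = 1 µM Z-Phe-Ala-diazomethylketone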
PREPL inhibitor: PREPL enzyme inhibitors, primary screen, biochemical, fluorescence polarization; Prolyl endopeptidase-like (Homo sapiens), Q4J6C6; recombinant PREPL, fluorescence polarization activity-based probe; inhibition, % at 5.96 µM; 320,000 compounds, 0.68% hits; in the data active means inhibition above about 43%;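 further: 0% = enzyme with DMSO and 100% = wells lacking enzyme; many of its hits are not listed in these tables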
EBNA-1 inhibitor: EBNA-1 DNA-binding inhibitors, primary screen, biochemical, fluorescence polarization | inhibition, % at 14.8 µM | 300,000 compounds, 0.34% hits; in the data active means inhibition above about 28%
core dimer inh: inhibitors of HCV core protein dimerization, primary screen, biochemical, TR-FRET, high-throughput | TR-FRET GST/Flag-core106 dimerization, 1536-well | inhibition, % at 5 µM | 300,000 compounds, 0.33% hits | AID 1899, 2009;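 active means inhibition above the mean of all tested compounds plus 3 SD, set per screening campaign, cut at about 45% in these data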
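assay system = GST-tagged and Flag-tagged HCV core protein residues 1-106 | controls = unlabelled core106 and no-GST-core106 wells | incubation = compound-protein-antibody incubation 4 h at 22.5 °C | probe or stimulus = Eu donor and XL665 acceptor anti-tag antibodies | read-out = % inhibition based on acceptor/donor emission ratio | signal = TR-FRET 671 and 617 nm emission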
PP5 primary: PP5 phosphatase inhibitors, primary screen, biochemical, fluorescence; Serine/threonine-protein phosphatase 5 (Homo sapiens), P53041; purified PP5c, OMFP substrate fluorescence; inhibition, % at 6.7 µM; 320,000 compounds, 0.18% hits; AID 1987, 2009;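 active means inhibition above the campaign's mean inhibition across all tested compounds plus 3 SD, cut at about 9.5% in these data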;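 further: 0% = DMSO only and 100% = 100 µM cantharidin control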
Target sequence (P53041 whole entry, looked up): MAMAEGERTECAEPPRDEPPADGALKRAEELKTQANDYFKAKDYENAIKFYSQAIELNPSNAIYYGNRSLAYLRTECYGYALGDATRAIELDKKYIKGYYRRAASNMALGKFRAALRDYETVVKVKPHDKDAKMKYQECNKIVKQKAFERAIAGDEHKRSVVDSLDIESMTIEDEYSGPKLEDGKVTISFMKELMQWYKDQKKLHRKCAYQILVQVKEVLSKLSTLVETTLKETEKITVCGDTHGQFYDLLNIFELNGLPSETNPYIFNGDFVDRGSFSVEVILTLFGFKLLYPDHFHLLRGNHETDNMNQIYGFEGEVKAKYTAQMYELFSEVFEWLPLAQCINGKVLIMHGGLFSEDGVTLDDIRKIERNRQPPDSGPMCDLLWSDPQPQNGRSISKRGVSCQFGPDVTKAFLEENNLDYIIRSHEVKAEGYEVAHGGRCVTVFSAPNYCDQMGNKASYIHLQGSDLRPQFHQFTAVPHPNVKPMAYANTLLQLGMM
ZTA DNA inh: counter-screen for EBNA-1 inhibitors: inhibitors of Epstein-Barr virus ZTA; P03206; ZTA-DNA binding, fluorescence polarization; inhibition, % at 11 µM; 320,000 compounds, 0.15% hits; in the data active means inhibition above about 33%
Target sequence (P03206 whole entry, looked up): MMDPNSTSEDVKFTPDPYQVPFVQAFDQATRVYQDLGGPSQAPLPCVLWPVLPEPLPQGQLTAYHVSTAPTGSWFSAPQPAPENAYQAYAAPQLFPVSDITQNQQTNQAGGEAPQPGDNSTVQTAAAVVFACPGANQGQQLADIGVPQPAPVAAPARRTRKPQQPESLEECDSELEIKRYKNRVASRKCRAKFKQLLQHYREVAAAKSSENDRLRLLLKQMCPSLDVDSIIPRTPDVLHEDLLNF
PP1 inh: PP1-alpha phosphatase inhibitors, primary screen, counter-screen for PP5 inhibitor project, biochemical, fluorescence, OMFP substrate, single point. Serine/threonine-protein phosphatase PP1-alpha catalytic subunit (Homo sapiens), P62136. purified PP1alpha. inhibition, % at 6.7 µM. 320,000 compounds, 0.9% hits. AID 2235, 2010;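 active means inhibition above the mean inhibition of all tested compounds plus 3 SD, computed separately for each screening campaign, cut at about 15% in these data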
Active calls of the source: *; x = no result given. Only part of the results is shown, so the mix of outcomes need not match the whole.

Values run as follows: PP5 primary, Efflux pump inh, CTSL1 counter, core dimer inh, PREPL inhibitor, TPT1 inh, ZTA DNA inh, EBNA-1 inhibitor, PP1 inh
COc1cc(/C=N/NC(=O)c2ccc(O)cc2)ccc1OCC(=O)N1CC(C)OC(C)C1 (stereo not given)
 : 1.2, 0.2, 6, 0, 14, -1, 6, -6, -3
COc1cccc(C(=O)Nc2nnc(SCC(=O)NC3CC3)s2)c1
 : 0.8, -0.1, -2, 1, -2, 0, 0, 2, 1
CCC(C)(C)NC(=O)C(c1ccc(C)o1)N(Cc1ccc2c(c1)OCO2)C(=O)c1snc(C(N)=O)c1N (stereo not given)
 : 1.2, 0.0, 5, 5, 4, -3, 7, 3, 1
C=CCNC(=O)/C(=C/c1cccc([N+](=O)[O-])c1)NC(=O)c1ccco1
 : -1.5, -0.1, 0, 1, 6, -2, 8, -3, -5
CC(=O)Nc1ccc(NC(=O)c2cccc(C(=O)OC(C)C)n2)cc1
 : 3.3, 0.2, -4, -2, 21, -2, -20, -10, 1
C/C(=N\N1CCN(Cc2ccccc2Cl)CC1)c1ccc(F)cc1
 : 5.6, -0.1, 0, 2, 4, 1, -10, 16, 1
COc1cc(Cc2nccc3cc(OC)c(OC)cc23)c(S(=O)(=O)O)cc1OC
 : 4.9, 0.1, -5, 0, -8, 0, -3, 16, -3
O=c1sc2ccccc2n1COc1ccc(Cl)cc1
 : 1.2, 0.0, 2, 6, -8, 0, 14, 5, -1
CCCN(CC(=O)Nc1ccccc1C)C(=O)C1CCN(S(=O)(=O)c2ccccc2C(F)(F)F)CC1
 : 1.1, 0.0, 2, 3, -6, 0, -23, -10, 10
COc1ccc(NC(=O)c2cc(C3CC3)on2)c(OC)c1
 : -7.6, -0.1, 6, -5, -4, -2, -1, -4, -8
Cc1cc(Nc2cccc(F)c2)n2ncnc2n1
 : -0.8, 0.0, -1, -1, -4, -2, -2, -11, -3
O=C(Nc1ccc(C(F)(F)F)cc1)C1CCN(c2cnccn2)CC1
 : 0.9, 0.0, -2, 10, 2, -2, -10, 11, -4
O=C(Cc1nnc(NC(=O)c2ccccc2)s1)N/N=C/c1ccc(O)cc1
 : -2.5, -0.2, 2, 12, -1, 2, 8, 13, 1
COc1ccc2cc(C3(C)NC(=O)NC3=O)ccc2c1 (stereo not given)
 : -2.2, -0.2, 3, 2, -2, 1, 1, 6, 1
COC(=O)Nc1c(-c2ccccc2)nc2ccc(Cl)cn12
 : 4.4, 0.1, -2, -2, 1, 0, -10, -1, 1
COc1cc(C2C3=C(CC(C)(C)CC3=O)Nc3ccccc3N2C(C)=O)cc(OC)c1OC (stereo not given)
 : 1.2, 0.1, 0, -2, 21, 1, -1, -1, -2
COc1ccc(CN2CCN(C(=O)c3ccc(CNS(=O)(=O)c4ccc(C)cc4)cc3)CC2)c(OC)c1OC
 : 2.8, 0.2, -1, 2, 3, -1, 3, 2, 0
O=C(O)c1c2c(nc3ccccc13)CCCCC2
 : -1.9, 0.5, -1, -6, 20, 4, -7, -1, 0
O=C1NC[C@H](c2ccccc2)N(CCc2cc(C(F)(F)F)cc(C(F)(F)F)c2)C1=O
 : 4.5, 0.0, 6, 5, 0, -1, 12, 4, 3
CN(C(=O)COc1ccc(Cl)cc1)C1(C)CCS(=O)(=O)C1 (stereo not given)
 : -0.2, 0.2, 3, 1, -3, -2, 0, -15, -7

Compounds from the list above that have a furan ring, fused or not (two):
Values run as follows: PP5 primary, Efflux pump inh, CTSL1 counter, core dimer inh, PREPL inhibitor, TPT1 inh, ZTA DNA inh, EBNA-1 inhibitor, PP1 inh
CCC(C)(C)NC(=O)C(c1ccc(C)o1)N(Cc1ccc2c(c1)OCO2)C(=O)c1snc(C(N)=O)c1N (stereo not given)
 : 1.2, 0.0, 5, 5, 4, -3, 7, 3, 1
C=CCNC(=O)/C(=C/c1cccc([N+](=O)[O-])c1)NC(=O)c1ccco1
 : -1.5, -0.1, 0, 1, 6, -2, 8, -3, -5

Next part
Values run as follows: PP5 primary, Efflux pump inh, CTSL1 counter, core dimer inh, PREPL inhibitor, TPT1 inh, ZTA DNA inh, EBNA-1 inhibitor, PP1 inh
CCn1ncc([N+](=O)[O-])c1C(=O)n1nc(C)cc1C
 : -3.1, -0.1, -2, 1, -5, 1, 1, 4, 0
Cc1cc(C)c(C)c(S(=O)(=O)N2CCC(C(=O)NCCCN3CCCC3=O)CC2)c1C
 : 3.5, 0.2, x, x, 8, x, -4, x, -7
O=C1CSC(c2cccc(F)c2)N1c1ccccc1F (stereo not given)
 : 2.1, -0.2, -3, -4, -8, -6, 8, 7, -5
CC(C)[C@H](Nc1ccc(S(=O)(=O)N2CCOCC2)cc1[N+](=O)[O-])C(=O)OCC(N)=O
 : 3.5, -0.3, 3, -2, -1, -3, 0, -4, 2
CCN(CC)CC(O)COc1ccc2c(c1)c(C(C)=O)c(C)n2-c1ccccc1 (stereo not given)
 : -1.7, 0.0, -2, 1, 4, 0, 7, 6, -5
CC(NC(=O)c1ccc(S(=O)(=O)Nc2ccccc2)cc1)c1ccc(S(N)(=O)=O)cc1 (stereo not given)
 : 0.9, 0.1, x, x, 12, x, -1, x, -2
CCOc1ccc(CCNC(=O)COC(=O)COc2ccc(C(C)=O)cc2)cc1OCC
 : -1.3, 0.2, 3, 1, -2, 6, -7, -3, 0
Cc1cc(C)cc(N(CC(=O)N/N=C/c2ccncc2)S(=O)(=O)c2ccccc2)c1
 : 3.9, -0.1, 0, 6, -11, 2, -8, -5, -5
CN(c1ccccc1)S(=O)(=O)c1ccc(C(=O)N2CCCC(C(F)(F)F)C2)cc1 (stereo not given)
 : 1.9, 0.7, -4, -8, 10, 0, -4, -7, -7
COc1ccc(CNC(=O)CN(c2ccc(C(C)C)cc2)S(=O)(=O)c2c(C)noc2C)cc1
 : -0.7, 0.4, 3, -3, 3, -2, -1, -18, 1
O=C(Nc1ccc(Cn2cccn2)cc1)c1ccc(COc2cccc(Br)c2)cc1
 : 3.4, 0.2, 6, 19, -13, -3, -4, -6, 6
Cc1ccc(OCCn2c(CCNC(=O)C(C)C)nc3ccccc32)cc1
 : -3.9, 0.1, -4, 4, -8, -5, -4, -15, -8
O=C(Nc1ccc(N2CCOCC2)c(Cl)c1)c1cccc(-n2cnnc2)c1
 : 0.2, 0.0, -1, 13, 9, 3, -1, -1, -1
CC1CN(C(=O)CCC(=O)NCCCN2CCN(Cc3ccccc3)CC2)c2cc(Cl)ccc2O1 (stereo not given)
 : -1.2, -0.1, 4, -11, 35, 2, 2, -7, 1
O=C(NCc1ccco1)C(c1ccco1)N(C(=O)Cn1nnc2ccccc21)c1ccc2c(c1)CCC2 (stereo not given)
 : 2.7, 0.4, 8, 50*, 7, -1, -9, 5, 6
O=C(N/N=C\c1ccccc1)c1sccc1-n1cccc1
 : -2.2, -0.1, 2, -6, -16, 5, 2, -9, -1
CCCCN(C(=O)CCn1c(=O)oc2ccccc21)c1ccccc1
 : -1.8, 0.0, 2, -2, 0, -2, 11, -12, -7
O=C(COc1cccnc1[N+](=O)[O-])Nc1ccc(Cl)c(S(=O)(=O)N2CCOCC2)c1
 : -1.3, 0.0, -14, -1, 19, -1, -7, 9, -1
Cc1ccc(S(=O)(=O)Nc2ccc(S(=O)(=O)Nc3ncccn3)cc2)cc1
 : -0.7, -0.1, -2, -2, -5, -4, -5, 5, 0
Cc1ccccc1C(=O)N/N=C/c1ccccn1
 : -1.9, 0.2, -4, -2, -1, 2, -2, -5, 0
O=C(CSc1ccc(-c2ccccn2)nn1)N1CCc2ccccc21
 : -3.5, -0.4, 4, 2, 35, -5, 2, 12, 0
O=[N+]([O-])c1cccc(S(=O)(=O)Nc2ccc(Cc3ccncc3)cc2)c1
 : 1.1, 0.1, 0, -3, -3, 0, -17, -11, -1
Cc1c(CC(=O)O)c(=O)oc2c(C)c(OCc3ccc(F)cc3F)ccc12
 : -0.9, -0.1, 1, 7, 17, -5, 4, 6, -2
CCCS(=O)(=O)N1CCCC(C(=O)NCCN2CCCCC2C)C1 (stereo not given)
 : 2.0, 0.0, -1, -4, -2, -6, 5, -18, 0
Cc1ccc(C(=O)N2CCCC(C(F)(F)F)C2)cc1S(=O)(=O)N1CCCCC1 (stereo not given)
 : 1.3, 0.0, 5, -2, 7, -3, -13, 1, -7
Cc1c(OC(C)C(=O)O)ccc2c3c(c(=O)oc12)CCCC3 (stereo not given)
 : -0.1, 0.0, -3, 1, -8, -3, -6, -8, -2
CCOc1ccc(S(=O)(=O)Nc2ccc(C(=O)NN)cc2)cc1
 : 4.7, 0.1, -2, 3, -11, 2, 8, -15, 1
O=C(Cn1cc(C(F)(F)F)cc(Cl)c1=O)Nc1cccc(Cl)c1
 : -1.0, -0.1, 2, -1, 1, 0, 3, 8, 2
CN(C)S(=O)(=O)c1cccc(NC(=O)c2c[nH]c3ccccc23)c1
 : 4.1, 0.3, 4, -15, 20, -3, 4, 11, 6
COc1ccc2c(c1)N(C(=O)CSc1n[nH]c(C)n1)C(C)(C)C=C2C
 : 2.5, 0.1, -1, 0, -10, -3, -1, -8, -2
CC(Cc1ccccc1)C(=O)Nc1ccc(Br)cc1 (stereo not given)
 : -1.1, 0.1, 5, -6, 2, 1, 11, 6, -1
Cc1sc(NC(=O)CSc2nnc(COc3ccccc3)n2C)c(C#N)c1C
 : 1.1, 0.0, -4, 5, -6, -1, 14, -7, -1
Cn1c(-c2csc(-c3cccc(C(F)(F)F)c3)n2)n[nH]c1=S
 : 1.2, 0.4, 2, 4, 6, -2, -3, -5, 4
COCCCNC(=O)C(CC(N)=O)NC(=O)OCc1ccccc1 (stereo not given)
 : -3.9, 0.0, 2, -5, 20, -2, 2, -3, -5
Cn1c(=O)c2c(ncn2CC(=O)Nc2nnc(Cc3ccccc3)s2)n(C)c1=O
 : -0.9, 0.3, -2, -1, 1, -8, 3, -3, -3
Cc1cccc(C(=O)Oc2ccccc2-c2nnco2)c1
 : 0.5, 0.1, 4, 3, 18, -6, 17, -9, 1
Fc1ccc(NC(=S)NC23CN4CN(CN(C4)C2)C3)cc1
 : -0.1, 0.2, 0, -9, 7, 1, 4, 2, 1
CCCc1nnc(SCC(=O)Nc2nccs2)o1
 : 2.8, -0.1, -6, 12, -2, -1, 4, 0, -6
